TRHR PAM: qHTS for Small Molecule Agonists and Allosteric Enhancers of Human TRH Receptor: Primary Screen for Enhancers; Thyrotropin-releasing hormone receptor (Homo sapiens), P34981; TRHR cells, fluo-8 calcium fluorescence, EC20 TRH enhancement; enhancement, % at 2 µM; 0.66% of 360,000 active; AID 493056, 2011; in the data active = enhancement above about 30%; note: 0% is about no effect
Target sequence (P34981 whole entry, looked up): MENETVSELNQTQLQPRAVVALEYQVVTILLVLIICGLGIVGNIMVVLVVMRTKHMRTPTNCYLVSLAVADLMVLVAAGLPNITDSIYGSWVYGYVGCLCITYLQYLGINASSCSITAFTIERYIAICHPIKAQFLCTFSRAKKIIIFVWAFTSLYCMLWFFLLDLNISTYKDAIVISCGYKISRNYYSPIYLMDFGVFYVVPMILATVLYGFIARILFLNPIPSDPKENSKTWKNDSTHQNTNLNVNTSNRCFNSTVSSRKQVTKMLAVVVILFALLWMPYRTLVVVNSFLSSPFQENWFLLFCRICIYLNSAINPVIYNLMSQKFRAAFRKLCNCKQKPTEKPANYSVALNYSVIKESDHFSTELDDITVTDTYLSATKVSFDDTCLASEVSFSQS
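Enhancer read-out: after compound pinning and an initial kinetic agonist-mode read, an EC20 of TRH (10 nM final) was injected and fluo-8 calcium signal (Ex 480/Em 530) followed at 1 s/cycle for 100 cycles in TRHR-expressing cells.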
D1 antagonist: Antagonist of Human D 1 Dopamine Receptor: qHTS | HEK293 TREx D1 cells, calcium flux, dopamine EC80; stronger effect = lower value | activity change, negative = inhibition, % at 10 µM | 3.2% of 360,000 active | AID 504652, 2011; in the data active = activity change below about -30%; note: % is set by controls: 0 for no effect and ±100 for the full control effect
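Antagonism measured as reduced calcium response to an EC80 dopamine addition following 180 s compound pre-read; cells were inducible HEK293 Trex D1 plated overnight at 30 C, read kinetically at 1 cycle/sec.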
TRHR agonist: qHTS for Small Molecule Agonists and Allosteric Enhancers of Human TRH Receptor: Primary Screen for Agonists; activation, % at 2 µM; Thyrotropin-releasing hormone receptor (Homo sapiens), P34981; TRHR cells, calcium flux fluo-8, FDSS agonist mode; 0.18% of 360,000 active; in the data active = activation above about 30%; note: 0% is about no effect
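In this calcium-flux screen, cells bearing human TRHR are dye-loaded with fluo-8, baselined for 10 cycles, then exposed to library compounds; positive kinetic calcium responses during the agonist phase mark hits, with TRH as control.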
D2 potentiator: HTS Assay for Positive Allosteric Modulators of the Human D2 Dopamine Receptor: Primary Screen for Potentiators. potentiation, % at 10 µM. D(2) dopamine receptor (Homo sapiens), P14416. HEK293 T-REx D2, calcium flux, EC20 dopamine potentiation. 0.34% of 340,000 active;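 active = potentiation over 3 SD above the plate norm, cut at about 30% in these data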; note: 0% is about no effect
Target sequence (P14416 whole entry, looked up): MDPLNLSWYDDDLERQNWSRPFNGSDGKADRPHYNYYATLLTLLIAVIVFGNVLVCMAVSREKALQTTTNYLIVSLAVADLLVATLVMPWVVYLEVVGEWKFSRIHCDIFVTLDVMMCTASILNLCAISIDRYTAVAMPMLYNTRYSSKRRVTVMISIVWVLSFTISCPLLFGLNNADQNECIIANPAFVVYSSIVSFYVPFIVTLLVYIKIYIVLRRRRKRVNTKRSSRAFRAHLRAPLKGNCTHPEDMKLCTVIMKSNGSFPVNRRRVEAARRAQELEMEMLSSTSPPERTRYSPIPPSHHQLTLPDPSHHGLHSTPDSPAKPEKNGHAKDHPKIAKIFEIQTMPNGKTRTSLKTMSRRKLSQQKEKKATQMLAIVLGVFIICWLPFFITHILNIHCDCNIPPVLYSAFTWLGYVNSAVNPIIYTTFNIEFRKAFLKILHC
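Potentiation of an EC20 dopamine calcium response is measured in a force-coupled, tetracycline-inducible Hek293 Trex D2 line. Compound-only kinetic reads over 180 s flag agonists before dopamine addition.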
RXFP1 ag: qHTS Assay for Agonists of the Relaxin Receptor RXFP1; Relaxin receptor 1 (Homo sapiens), Q9HBX9; HEK293T-RXFP1 cAMP TR-FRET, 30 min; response scale: percent of porcine relaxin response, buffer zero; Potency, µM (series often up to 57.5 µM), for the others: at the top dose activation, usual class: activators; 0.3% of 370,000 active; AID 2676, 2010; note: potency is the fitted concentration of half-maximal effect; % is set by controls: 0 for no effect and ±100 for the full control effect; nearly all actives have a fitted effect of over 60% in size; many of its hits are not listed in these tables
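HEK293T cells stably expressing RXFP1 were pretreated with the PDE4 inhibitor Ro 20174, exposed to compounds for 30 min at 37C, lysed, and cAMP was read by TR-FRET. Data normalized to buffer (basal) and 29 nM porcine relaxin (100%).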
D1 ag: Allosteric Agonists of the Human D1 Dopamine Receptor: qHTS | AID 504660, 2011 | HEK293 T-REx D1 cells, calcium flux, agonist mode | D(1A) dopamine receptor (Homo sapiens), P21728 | 1% of 360,000 active | activation, % at 2 µM; in the data active = activation above about 30%; note: 0% is about no effect
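Agonism was scored from calcium flux recorded over 180 s (1 read/s) after pintool compound addition, following a 10-cycle baseline. Cells were inducible force-coupled HEK293 TREx D1, plated overnight at 30 C and loaded with no-wash calcium dye.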
RXFP1 antag: qHTS Assay for Antagonists of the Relaxin Receptor RXFP1. Relaxin receptor 1 (Homo sapiens), Q9HBX9. HEK293-RXFP1, relaxin-stimulated cAMP HTRF, 30 min; stronger effect = lower value. activity change, negative = inhibition, % at 57.5 µM. 0.59% of 350,000 active;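 active = activity change of -60% or lower, but not beyond a set lower limit; inconclusive = change between -60% and -40%, or beyond the set limit; inactive = change above -40%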; note: % is set by controls: 0 for no effect and ±100 for the full control effect
Apoferritin bind: qHTS Assay for Identification of Novel General Anesthetics; Ferritin light chain (Equus caballus), P02791; apoferritin/1-aminoanthracene competitive binding, fluorescence; Potency, µM (doses to about 77.5 µM), inactives show top-dose activity change, negative = displacement, hits mostly inhibitors; 0.074% of 350,000 active; AID 485281, 2010; note: potency is the fitted concentration of half-maximal effect; % is set by controls: 0 for no effect and ±100 for the full control effect; nearly all actives have a fitted effect of over 20% in size
Target sequence (P02791 2-175 limits assumed): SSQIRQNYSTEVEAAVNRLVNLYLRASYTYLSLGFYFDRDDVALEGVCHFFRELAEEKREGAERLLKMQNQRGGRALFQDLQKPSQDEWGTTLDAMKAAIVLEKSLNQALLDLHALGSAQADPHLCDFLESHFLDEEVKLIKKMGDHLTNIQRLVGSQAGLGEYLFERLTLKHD
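Apoferritin-based anesthetic binding model; compound displacement of fluorescent 1-AMA measured as endpoint fluorescence after 10 minutes at room temperature, scaled to free-ligand and complex controls.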
D1 potentiator: Potentiators of Human D1 Dopamine Receptor: qHTS; potentiation, % at 10 µM; HEK293 TREx D1 cells, calcium flux, dopamine EC20 potentiation; AID 504651, 2011; 0.036% of 360,000 active; D(1A) dopamine receptor (Homo sapiens), P21728; in the data active = potentiation above about 30%; note: 0% is about no effect
Active calls of the source: *; ? = inconclusive; . = not tested or not shown; & = joins results of further samples; [ ] = remark or other dose. Unless noted, calls come from the whole dose curve; as a rule, active = well fitted curve in the direction sought with a large enough effect; inconclusive = small, poorly fitted or top-dose-only effect, or another doubt; inactive = no such curve, though single readings can be large; an effect the other way counts as inactive or inconclusive. An excerpt (hit frequency here may not be typical).

A first look:
Each structure is followed by: TRHR PAM	D1 antagonist	TRHR agonist	D2 potentiator	RXFP1 ag	D1 ag	RXFP1 antag	Apoferritin bind	D1 potentiator
> O=C(N/N=C/c1coc2ccc(Cl)cc2c1=O)c1cc(O)cc(O)c1
 : 2	-11	-0.1	-2	1.9%	2	1	?	-11
> CN(C)c1cccc(C(=O)OCC(=O)c2ccc[nH]2)c1
 : -3	4	0.3	.	-0.3%	3	18	.	-1

The list itself (from the top)
Each structure is followed by: TRHR PAM	D1 antagonist	TRHR agonist	D2 potentiator	RXFP1 ag	D1 ag	RXFP1 antag	Apoferritin bind	D1 potentiator
> O=C(N/N=C/c1coc2ccc(Cl)cc2c1=O)c1cc(O)cc(O)c1
 : 2	-11	-0.1	-2	1.9%	2	1	?	-11
> CN(C)c1cccc(C(=O)OCC(=O)c2ccc[nH]2)c1
 : -3	4	0.3	.	-0.3%	3	18	.	-1
> Cc1ccc(C)c(N2CCN(CCCNC(=O)c3ccc4nc(N5CCCCC5)sc4c3)CC2)c1
 : 17	-4	0.9	-13	0.0%	14	.	-6%	0
> O=c1[nH]cc(C(F)(F)F)cc1NS(=O)(=O)c1ccc([N+](=O)[O-])cc1
 : 0	11	-0.6	2	-2.8%	3	-1	-8%	-3
> Cc1ccc(NC(=O)c2ccc3c(c2)N(CC(=O)NC(C)C)C(=O)C(C)(C)O3)cc1
 : 7	6	0.1	9	0.8%	1	-2	-8%	2
> N#Cc1cccc(C#N)c1Oc1ccc(S(=O)(=O)Nc2ccc(Cl)cc2)cc1
 : 2	-38*	2.3	19	0.2%	12	-8	1%	-4
> C[N+](C)(C)CCOc1ccc([N+](=O)[O-])cc1
 : -1	-31*	0.4	-1	1.0%	3	5	-8%	0
> O=C(NCCN1CCOCC1)c1ccc2c(c1)N(Cc1ccc(Cl)cc1)C(=O)CS2
 : -2	13	-0.4	-6	1.0%	-1	-21	-14%	-1
> COc1cc2c(cc1OC)CN(CC(=O)Nc1ccc(C)c(C)c1)CC2
 : 0	0	-0.3	.	0.6%	5	-2	2%	0
> O=C(COC(=O)c1cccc(S(=O)(=O)N2CCc3ccccc3C2)c1)NCc1ccco1
 : 1	10	-0.4	1	1.1%	5	-14	-13%	-1
> O=C(NC(=C(Cl)Cl)S(=O)(=O)c1ccc(Cl)cc1)c1ccccc1
 : 8	4	-0.1	-23	0.6%	1	-13	-10%	3
> O=C(Nc1cccc(Cl)c1)Nc1nccs1
 : 4&-4	-7&-1	0.7&1.2	2&-2	-1.9%&-3.6%	16&27	-18	-16%&-3%	-6&0
> COC(=O)c1c(-c2ccc(C)cc2)csc1NC(=O)Cc1ccc(OC)c(OC)c1
 : -6	0	-0.1	3	-2.1%	4	.	-16%	0
> c1ccc(CNc2ccc(CNc3ncn[nH]3)cc2)cc1
 : -5	19	0.7	7	-0.7%	2	0	?	-5
> Cc1n[nH]c(C)c1CCC(=O)N/N=C/c1cccs1
 : -7	23	0.2	6	4.5%	2	-22	-5%	-4
> COc1ccc(N2CCN(S(=O)(=O)c3cc4c5c(c3)C(C)C(=O)N5CCC4)CC2)cc1 (stereo unspecified)
 : -4	-4	-0.9	10	1.6%	0	-22	.	2
> COc1ccc(-c2cc(OC)c3c(C)oc(C)c3c(=O)c2)cc1OC
 : 7	-11	-3.0	-4	5.0%	8	-21	?	-3
> COc1ccc(N(CC(=O)Nc2ccccc2F)S(=O)(=O)c2ccc(OC)c(OC)c2)cc1
 : -2	-5	-0.4	1	0.0%	2	-7	-2%	-12
> COc1ccc(CN(C(=O)CN2C(=O)C(C)Oc3ccccc32)C2CCCC2)c(OC)c1 (stereo unspecified)
 : -5	10	0.5	-1	2.3%	4	6	13%	1
> O=C(O)C1c2ccccc2C(=O)N(Cc2ccc(F)cc2)C1c1ccncc1 (stereo unspecified)
 : 2	-12	0.5	-2	-2.1%	2	-3	4%	-2
> O=C(NCCc1ccc2c(c1)OCCO2)c1cc(F)cc(F)c1
 : 1	-15	-0.5	6	-0.5%	11	-20	-13%	-1
> Cc1cc(SCC(=O)N2CCCC2)nc2ccccc12
 : 3	1	0.2	-1	3.9%	4	13	-15%	6
> CC(C)(C)c1ccc(NC(=O)CN2C(=O)NC(C)(C3CC3)C2=O)cc1 (stereo unspecified)
 : 5	5	0.1	-10	1.9%	2	-15	.	10
> C/C(=N\NC(=O)c1ccc(F)cc1)c1ccc(N2CCOCC2)cc1
 : 1	21	-0.1	6	-2.5%	3	10	-7%	-2
> CC1CC(C)CN(C(=O)C(Cc2ccccc2)NC(=O)c2ccccc2)C1 (stereo unspecified)
 : 17	4	-0.3	0	-1.3%	0	-9	.	2
> CCN(Cc1ccncc1)C(=S)NCc1ccccc1
 : -1	-4	-0.2	0	2.2%	2	-8	-6%	1
> CCOC(=O)c1cc(-c2ccccc2)n(CCCC(=O)Nc2ccc(C)c(Cl)c2)c1C
 : 7	-3	1.0	-4	-0.6%	7	-25	47%[activator]	-8
> CCOC(=O)N1CCC(NS(=O)(=O)c2cc(Br)cc3c2N(C(=O)CC)CC3)CC1
 : -1	2	-0.4	-17	2.5%	1	-18	-17%	1
> CCCCCc1ccc(-c2ccc(C(=O)Oc3ccc(C(=O)OC)cc3)cc2)nc1
 : 0	8	0.2	-17	2.3%	1	-6	2%	-1
> Cc1ccccc1OCc1ccc(-c2nc(C#N)c(N3CCCCC3)o2)o1
 : 1	2	-1.2	17	4.7%	1	-8	109%[activator]	5
> CCC(OC(=O)c1cccs1)C(=O)NC1CCCCC1 (stereo unspecified)
 : 2	-15	-0.4	-4	0.2%	1	-2	-8%	-6
> Cc1cc(C)n(-c2ccc(Cl)c(C(=O)Nc3ccc(-c4nnc5n4CCCCC5)cc3)n2)n1
 : -7	1	-0.5	18	2.7%	0	-1	-20%	-4
> Cc1ccccc1N1CCN(C2CCCN(C(=O)CN3CCCC3=O)C2)CC1 (stereo unspecified)
 : -14	19	0.2	-7	-5.1%	1	1	-10%	1
> COCCCNC(=O)C1CC(=O)N(c2ccc(C)cc2)C1 (stereo unspecified)
 : 6	9	-0.1	-4	1.1%	1	5	-8%	0
> CCc1nc(SCC(=O)Nc2ccc(F)cc2)c2c(=O)n(C)c(=O)n(C)c2n1
 : -8	-7	-0.7	-5	6.7%	2	-1	-8%	-2
> Cc1ccc(-c2nn(-c3ccccc3)cc2/C=N/NC(=O)c2ccncc2)o1
 : 2	-1	-1.6	3	-0.3%	1	-15	-20%	-3
> COc1ccc(S(=O)(=O)NC(CC(=O)NC2CCCC2)c2ccco2)cc1 (stereo unspecified)
 : -1	-29	-0.7	-5	-2.2%	1	-1	-13%	0
> CCC(=O)Nc1cccc(-c2csc(-c3ccccc3)n2)c1
 : -23	9	0.6	6	-0.3%	1	-12	-18%	-3
> Cc1c(NS(=O)(=O)c2cc(C(=O)NCC3CCCO3)cc(Cl)c2Cl)c(=O)n(-c2ccccc2)n1C (stereo unspecified)
 : 4	10	0.2	-8	-0.1%	0	-15	.	6
> Cc1cc(NC(=O)CCC(=O)N(CC(=O)NCC2CCCO2)c2ccccc2)no1 (stereo unspecified)
 : -6	-2	1.0	-2	0.1%	0	9	12%	-1

Looked up by compound from above (4):
Each structure is followed by: TRHR PAM	D1 antagonist	TRHR agonist	D2 potentiator	RXFP1 ag	D1 ag	RXFP1 antag	Apoferritin bind	D1 potentiator
> CCc1nc(SCC(=O)Nc2ccc(F)cc2)c2c(=O)n(C)c(=O)n(C)c2n1
 : -8	-7	-0.7	-5	6.7%	2	-1	-8%	-2
> CCOC(=O)c1cc(-c2ccccc2)n(CCCC(=O)Nc2ccc(C)c(Cl)c2)c1C
 : 7	-3	1.0	-4	-0.6%	7	-25	47%[activator]	-8
> Cc1c(NS(=O)(=O)c2cc(C(=O)NCC3CCCO3)cc(Cl)c2Cl)c(=O)n(-c2ccccc2)n1C (stereo unspecified)
 : 4	10	0.2	-8	-0.1%	0	-15	.	6
> Cc1cc(NC(=O)CCC(=O)N(CC(=O)NCC2CCCO2)c2ccccc2)no1 (stereo unspecified)
 : -6	-2	1.0	-2	0.1%	0	9	12%	-1

(further entries)
canonical_smiles	TRHR PAM	D1 antagonist	TRHR agonist	D2 potentiator	RXFP1 ag	D1 ag	RXFP1 antag	Apoferritin bind	D1 potentiator
CCOC(=O)C1=C(CN2CCN(c3ccc(OC)cc3)CC2)NC(=O)NC1c1ccc(OC)cc1 (stereo unspecified)	8	11	-0.8	6	0.3%	3	6	41%[activator]	2
Cc1cccn2c(=O)c(C=C(C#N)C#N)c(N3CCN(c4ccccc4)CC3)nc12	3	7	-1.1	13	19%	0	-9	2%	-2
COc1ccc(Cl)cc1NC(=O)CSc1nccn1Cc1ccco1	-2	-15	-0.2	-8	1.6%	0	5	-5%	1
CC(C)CC(C(=O)NCC1CCCO1)N(C(=O)Cn1nnc(-c2ccc(F)cc2)n1)c1ccccc1F (stereo unspecified)	12	3	-1.1	6	-2.0%	0	-3	-19%	-4
CC(Oc1ccc(Cl)cc1Cl)c1nc(-c2ccc(NC(=O)c3ccccn3)cc2)no1 (stereo unspecified)	2	-9	0.6	-11	-0.9%	0	-8	0%	2
CCN(Cc1ccccc1)C(=O)c1cc(-c2ccccc2)n[nH]1	-5	-5	-0.5	-6	0.9%	1	-17	?	-1
CCOC(=O)c1c(C)oc2nc(C)nc(NCCc3ccc(OCC)cc3)c12	12	-15	-0.6	-3	-0.6%	9	-22	7%	0
Cc1cc(C)cc(NC(=O)CSc2nc3nccnc3c(=O)n2CCc2c[nH]c3ccccc23)c1	11	2	0.7	0	-0.1%	1	5	4%	-1
